Runt-SMMHC FRET: inhibitors of RUNX1 Runt–CBFb-SMMHC binding, primary screen, biochemical, FRET, Cerulean-Runt, Venus-CBFb-SMMHC, uHTS | Cerulean-Runt/Venus-CBFb-SMMHC FRET ratio 530/480, 1 h | inhibition, % at 20 µM | 220,000 tested, 0.74% active | AID 1434, 2008;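 active means mean inhibition across duplicate retests at 20 µM reaching about 50%, limit read from the data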;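 further: 0% = DMSO wells and 100% = wells with excess untagged CBFb-SMMHC; inhibitors lower the FRET ratio by blocking Runt binding to CBFb-SMMHC; some results filed as inactive read as strong as hits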
Target sequence (Q01196 whole entry, looked up): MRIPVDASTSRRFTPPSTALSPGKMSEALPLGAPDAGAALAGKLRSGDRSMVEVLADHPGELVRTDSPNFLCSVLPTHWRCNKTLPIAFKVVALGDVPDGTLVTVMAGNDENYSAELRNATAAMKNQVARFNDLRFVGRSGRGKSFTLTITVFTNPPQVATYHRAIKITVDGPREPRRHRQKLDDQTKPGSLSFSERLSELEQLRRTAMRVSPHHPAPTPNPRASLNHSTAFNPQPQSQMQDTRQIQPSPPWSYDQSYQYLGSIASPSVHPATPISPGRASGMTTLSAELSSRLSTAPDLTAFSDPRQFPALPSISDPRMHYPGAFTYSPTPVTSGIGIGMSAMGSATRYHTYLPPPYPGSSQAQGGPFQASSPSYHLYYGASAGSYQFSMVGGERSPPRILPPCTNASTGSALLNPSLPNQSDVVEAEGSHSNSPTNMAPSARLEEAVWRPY
Target sequence (Q13951 whole entry, looked up): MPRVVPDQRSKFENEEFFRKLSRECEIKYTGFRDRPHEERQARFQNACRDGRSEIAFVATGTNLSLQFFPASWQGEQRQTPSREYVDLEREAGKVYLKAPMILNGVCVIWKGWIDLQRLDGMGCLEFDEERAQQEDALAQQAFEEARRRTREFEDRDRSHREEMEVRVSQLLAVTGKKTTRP
Runt-CBFb FRET: inhibitors of RUNX1 Runt–CBFb binding, primary screen, biochemical, FRET, Cerulean-Runt, Venus-CBFb, uHTS; Cerulean-Runt/Venus-CBFb FRET ratio 530/480, 1 h; AID 1496, 2009; Runt-related transcription factor 1 (Homo sapiens) + Core-binding factor subunit beta …; inhibition, % at 20 µM; 220,000 tested, 0.46% active;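 active means inhibition over about 50% at 20 µM in the single-dose screen, limit read from the data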;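 further: 0% = DMSO wells and 100% = excess unlabeled CBFb competitor control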
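Assay system: Cerulean-tagged RUNX1 Runt domain (FRET donor) fusion protein / Amount: 100 nM each of Venus-CBFb and Cerulean-Runt domain / Medium: Tris buffer pH 7.5 with salts and BSA / Also added: Venus-CBFb 100 nM / Schedule: 1 h complex formation plus 1 h compound treatment, room temperature / Signal: FRET fluorescence / Read-out: loss of energy transfer signal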
EP2 mod: EP2 receptor modulators, cAMP readout, primary screen, cell-based, HTRF cAMP, PGE2 stimulation. 260,000 tested, 0.83% active. EP2-expressing cells, cAMP HTRF FRET, PGE2 co-stimulation. induction, % at 25 µM. Prostaglandin E2 receptor EP2 subtype (Homo sapiens), P43116;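 active means compounds whose cAMP rise, as percent of the full-agonist control response, exceeds 60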;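 further: rat C6 glioma line stably carrying human EP2 under a CMV promoter; the protocol text gives 20 µM as final concentration; 100% = response of wells given 1 µM PGE2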
TNF necrop inh: inhibitors of TNF-alpha triggered necroptosis, primary screen, cell-based, Jurkat FADD-/-, single concentration. 220,000 tested, 0.068% active. activation (protection from cell death), % at 10 µM. Jurkat FADD-/- TNF necroptosis rescue, ATP luminescence, 24 h; 0 = TNF only, 100 = no-TNF cells;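 active means activation, meaning protection from cell death, of at least 50% relative to plate controls; inactive means activation below 50%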;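 further: necroptosis triggered by 40 ng/mL TNF-alpha added together with compound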
Hck-Nef inh: inhibitors of Nef-activated human Hck kinase, primary screen, biochemical, Z-Lyte FRET, 384-well, Hck-YEEI | inhibition, % at 20 µM | Tyrosine-protein kinase HCK (Homo sapiens), P08631 | Recombinant Hck-YEEI plus Nef, Z-Lyte FRET kinase assay | 220,000 tested, 0.68% active;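 active means Hck-Nef kinase inhibition above about 50%, limit read from the data; inactive means inhibition below that limit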;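 further: 0% = DMSO with Hck plus Nef and 100% = Hck alone without Nef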
zVAD death inh: inhibitors of zVAD-triggered necroptosis, primary screen, L929 cells; L929 zVAD necroptosis rescue, ATP luminescence, 24 h; with zVAD 60 µM; viability rescue, % at 10 µM; 220,000 tested, 0.38% active; AID 1377, 2008;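 active means activation, scaled between plate controls, above about 75%, limit read from the data; inactive means activation under that limit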;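 further: 0% = zVAD with DMSO and 100% = DMSO alone without zVAD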
PGE2 EP2 inh: human EP2 receptor antagonists, primary screen, TR-FRET cAMP, C6 glioma cells. C6 glioma cells expressing human EP2; cells stimulated with saturating PGE2. inhibition, % at 25 µM. 260,000 tested, 0.52% active. AID 1422, 2008;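 active means percent inhibition above 40 after rounding to a whole number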;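 further: rat C6 glioma host cells with rolipram phosphodiesterase inhibitor present; the protocol text gives 20 µM as final concentration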
RBBP9 inhibitor: human RBBP9 inhibitors, primary screen, biochemical, fluorescence polarization, FP-Rh probe, HTS; 220,000 tested, 0.2% active; Serine hydrolase RBBP9 (Homo sapiens), O75884; inhibition, % at 7.94 µM; recombinant RBBP9;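 active means inhibition above the campaign mean of all tested compounds plus 3 SD, cut at about 14% in these data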;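 further: plate controls were DMSO wells with RBBP9 for no effect and wells lacking RBBP9 protein for full effect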
Target sequence (O75884 whole entry, looked up): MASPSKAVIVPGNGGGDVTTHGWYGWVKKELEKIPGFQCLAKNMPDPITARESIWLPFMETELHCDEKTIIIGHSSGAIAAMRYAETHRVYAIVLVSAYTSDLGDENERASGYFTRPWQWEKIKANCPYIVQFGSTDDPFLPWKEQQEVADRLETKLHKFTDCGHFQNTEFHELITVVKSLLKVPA
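Measured by – fluorescence polarization · Test system – RBBP9 protein · Input – 2.5 µM RBBP9 dispensing solution, before mixing · Measure – percent inhibition from mP, scaled between DMSO and no-protein wells · Benchmarks – DMSO-treated enzyme wells and wells lacking RBBP9 · Times – preincubation 30 min plus labeling 45 min at 25 °C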
PERK inh: block of dimerizer-induced PERK translation repression, primary screen, PERK inhibitor project, CHO PERK-DD cells, SEAP luminescence, HTS; Eukaryotic translation initiation factor 2-alpha kinase 3 (Homo sapiens), Q9NZJ5; CHO PERK-DD fusion, SEAP luminescence translation reporter; inhibition, % at 5.6 µM; 220,000 tested, 0.17% active; AID 1416, 2008;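 active means inhibition above the mean inhibition of all tested compounds plus 3 SD, set separately per screening campaign, cut at about 2.9% in these data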;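 further: PERK kinase domain activated by AP20187 dimerizer at 100 nM; 0% = DMSO with dimerizer and 100% = rapamycin at 8.4 µM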
An asterisk follows results filed as active; & = joins results of further samples.

Results for Cc1nc(C)c(C)nc1C ?
Runt-SMMHC FRET: -2; Runt-CBFb FRET: 1; EP2 mod: 16; RBBP9 inhibitor: -4; PERK inh: 1.5

What do the screens show for `O=C(/C=C/c1ccc([N+](=O)[O-])cc1)NCC1CCCO1` (stereo unspecified)?
Runt-SMMHC FRET: 2; Runt-CBFb FRET: 0; EP2 mod: 14; TNF necrop inh: -1.0; Hck-Nef inh: -1; zVAD death inh: -0.2; PGE2 EP2 inh: 10; RBBP9 inhibitor: -6; PERK inh: 0.8

What do the screens show for `Cc1cc(C(=O)O)c(CSc2ncn[nH]2)o1`?
Runt-SMMHC FRET: -3; Runt-CBFb FRET: 0; EP2 mod: 10; TNF necrop inh: 1.1; Hck-Nef inh: 2; zVAD death inh: 0.6; PGE2 EP2 inh: 7; RBBP9 inhibitor: 6; PERK inh: 1.7

How did CC(C)Oc1ccc(/C(O)=C2/C(=O)C(=O)N(CCCn3ccnc3)C2c2cccnc2)cc1 (stereo unspecified) do in these assays?
Runt-SMMHC FRET: -4; Runt-CBFb FRET: 1; EP2 mod: 34; TNF necrop inh: 0.2; Hck-Nef inh: 4; zVAD death inh: 0.5; PGE2 EP2 inh: 11; RBBP9 inhibitor: -6; PERK inh: 1.4

What do the screens show for `CCCC(=O)N1CCN(c2ccc(NC(=O)c3ccc([N+](=O)[O-])o3)cc2)CC1`?
Runt-SMMHC FRET: -16; Runt-CBFb FRET: -1; EP2 mod: -69; TNF necrop inh: -6.2; Hck-Nef inh: -13; zVAD death inh: 56; PGE2 EP2 inh: 26; RBBP9 inhibitor: -5; PERK inh: -0.4

What do the screens show for `CC(OC(=O)c1cccs1)C(=O)NCc1ccccc1` (stereo unspecified)?
Runt-SMMHC FRET: 2; Runt-CBFb FRET: 0; EP2 mod: -13; TNF necrop inh: 0.1; Hck-Nef inh: 5; zVAD death inh: -0.1; PGE2 EP2 inh: 10; RBBP9 inhibitor: -3; PERK inh: 0.9

How did COc1ccc(Cl)cc1S(=O)(=O)Nc1cccc(C(=O)O)c1 do in these assays?
Runt-SMMHC FRET: -3; Runt-CBFb FRET: 0; EP2 mod: 0; TNF necrop inh: -2.8; Hck-Nef inh: -1; zVAD death inh: 0.0; PGE2 EP2 inh: 3; RBBP9 inhibitor: -7; PERK inh: 0.3

What do the screens show for `CS(=O)(=O)NCCCNc1c(Cl)cccc1[N+](=O)[O-]`?
Runt-SMMHC FRET: -1; Runt-CBFb FRET: 0; EP2 mod: 0; TNF necrop inh: 0.5; Hck-Nef inh: 0; zVAD death inh: -0.2; PGE2 EP2 inh: 13; RBBP9 inhibitor: -2; PERK inh: 1.1

What do the screens show for `N[C@@H](Cc1ccccc1)c1nnc(SCc2ccccc2F)o1`?
Runt-SMMHC FRET: 4; EP2 mod: 2; TNF necrop inh: 1.5; Hck-Nef inh: 0; zVAD death inh: 0.3; PGE2 EP2 inh: 1; RBBP9 inhibitor: 2; PERK inh: 1.3

Results for CC(NC(=O)NC12CC3CC(CC(C3)C1)C2)C1CCCO1 (stereo unspecified) ?
Runt-SMMHC FRET: -1; Runt-CBFb FRET: 2; EP2 mod: -17; TNF necrop inh: -3.0; Hck-Nef inh: 5; zVAD death inh: -0.8; PGE2 EP2 inh: 4; RBBP9 inhibitor: 0; PERK inh: 1.6

Results for CC/C(=C/c1sc2ccccc2[n+]1CC)SC ?
Runt-SMMHC FRET: 6; Runt-CBFb FRET: 36; EP2 mod: -73&-33; TNF necrop inh: -6.3; Hck-Nef inh: -2; zVAD death inh: 0.1; PGE2 EP2 inh: 7&4; RBBP9 inhibitor: 1; PERK inh: -0.1

How did CC(C)CCNC(=S)Nc1ccc2nc3n(c(=O)c2c1)CCCCC3 do in these assays?
Runt-SMMHC FRET: 0; Runt-CBFb FRET: -2; EP2 mod: -34; TNF necrop inh: 0.3; Hck-Nef inh: -1; PGE2 EP2 inh: 9; RBBP9 inhibitor: -7; PERK inh: -0.1

What do the screens show for `CCOc1ccccc1N1CCN(C(=S)NCc2ccccc2)CC1`?
Runt-SMMHC FRET: -7; Runt-CBFb FRET: 1; EP2 mod: -102; TNF necrop inh: -1.5; Hck-Nef inh: 12; zVAD death inh: -1.1; PGE2 EP2 inh: 6; RBBP9 inhibitor: -3; PERK inh: -0.5

Results for COC(=O)c1ccc(CSc2nnc(Nc3ccccc3OC)s2)o1 ?
Runt-SMMHC FRET: 2; Runt-CBFb FRET: -1; EP2 mod: -38; TNF necrop inh: -6.9; Hck-Nef inh: 1; zVAD death inh: 3.6; PGE2 EP2 inh: 8; RBBP9 inhibitor: -9; PERK inh: -0.5

What do the screens show for `Cc1c(/C=N/NC(=O)c2ccccc2O)c2ccccn2c1C(=O)c1ccc(F)cc1`?
Runt-SMMHC FRET: -28; Runt-CBFb FRET: -7; EP2 mod: -85; TNF necrop inh: 0.6; Hck-Nef inh: 36; zVAD death inh: 4.1; PGE2 EP2 inh: 22; RBBP9 inhibitor: -3; PERK inh: -1.3

What do the screens show for `O=c1[nH]cnc2scc(-c3ccc(F)cc3)c12`?
Runt-SMMHC FRET: 3; Runt-CBFb FRET: 0; EP2 mod: 16; TNF necrop inh: -3.6; Hck-Nef inh: -5; zVAD death inh: -0.1; PGE2 EP2 inh: 3; RBBP9 inhibitor: -3; PERK inh: 1.0

Results for Cc1cccc(C(=O)N[C@H](C(=O)Nc2nnc(C3CC3)s2)C(C)C)c1 ?
Runt-SMMHC FRET: -2; Runt-CBFb FRET: -1; EP2 mod: 11; TNF necrop inh: 0.2; Hck-Nef inh: 3; zVAD death inh: -0.1; PGE2 EP2 inh: 5; RBBP9 inhibitor: -3; PERK inh: -1.2

What do the screens show for `Cc1cc(C(=O)NP(=O)(N2CCOCC2)N2CCOCC2)c(C)n1-c1ccc(N(C)C)cc1`?
Runt-SMMHC FRET: 1; Runt-CBFb FRET: 4; EP2 mod: 9; TNF necrop inh: 0.3; Hck-Nef inh: 1; zVAD death inh: 0.6; PGE2 EP2 inh: 11; RBBP9 inhibitor: -3; PERK inh: 0.8

What do the screens show for `Cc1[nH]c2ccccc2c1C(=O)C(=O)NCCCn1ccnc1`?
Runt-SMMHC FRET: -1; Runt-CBFb FRET: 1; EP2 mod: 33; TNF necrop inh: 2.3; Hck-Nef inh: 12; zVAD death inh: 0.6; PGE2 EP2 inh: 9; RBBP9 inhibitor: -3; PERK inh: 0.6

What do the screens show for `O=C(Nc1ccc2nc(SCc3ccc(Cl)cc3)sc2c1)c1ccccc1C(=O)N1CCOCC1`?
Runt-SMMHC FRET: -20; Runt-CBFb FRET: -4; EP2 mod: -18; TNF necrop inh: -13; Hck-Nef inh: 1; zVAD death inh: -0.4; PGE2 EP2 inh: 10; RBBP9 inhibitor: -5; PERK inh: -0.2

How did COc1cc2cc(CN(CCc3cccc(C)c3)C(=S)NCCCN3CCOCC3)c(=O)[nH]c2cc1OC do in these assays?
Runt-SMMHC FRET: -4; Runt-CBFb FRET: 2; EP2 mod: -2; TNF necrop inh: 1.7; Hck-Nef inh: 25; zVAD death inh: -1.0; PGE2 EP2 inh: 13; RBBP9 inhibitor: -1; PERK inh: -0.6

What do the screens show for `CCC(CC)C(=O)Nc1cccc(C(=O)Nc2ccc(S(N)(=O)=O)cc2)c1`?
Runt-SMMHC FRET: 0; Runt-CBFb FRET: 2; EP2 mod: 1; TNF necrop inh: 0.1; Hck-Nef inh: 16; zVAD death inh: 0.6; PGE2 EP2 inh: 1; RBBP9 inhibitor: 0; PERK inh: -0.1

How did CCOC(=O)c1[nH]c(C)c(C(=O)NCCN2CCOCC2)c1C do in these assays?
Runt-SMMHC FRET: 2; Runt-CBFb FRET: 0; EP2 mod: 8; TNF necrop inh: 1.0; Hck-Nef inh: -1; zVAD death inh: -0.8; PGE2 EP2 inh: 9; RBBP9 inhibitor: -6; PERK inh: 0.2

What do the screens show for `CCC(=O)c1ccccc1OCCCN1C(=O)NC(C)(C)C1=O`?
Runt-SMMHC FRET: 0; Runt-CBFb FRET: -2; EP2 mod: -7; TNF necrop inh: -1.3; Hck-Nef inh: 0; zVAD death inh: -0.1; PGE2 EP2 inh: 10; RBBP9 inhibitor: -4; PERK inh: 0.1

What do the screens show for `O=C(Nc1cc(F)cc(F)c1)c1ccc(NCCCN2CCCCCC2)c([N+](=O)[O-])c1`?
Runt-SMMHC FRET: 17; Runt-CBFb FRET: -3; EP2 mod: -44; TNF necrop inh: 3.9; Hck-Nef inh: -9; zVAD death inh: 0.4; PGE2 EP2 inh: 5; RBBP9 inhibitor: -4; PERK inh: 0.7

What do the screens show for `COc1cc2c(cc1OC)C1Cc3ccc(OC)c(OC)c3CN1CC2` (stereo unspecified)?
Runt-SMMHC FRET: -2; Runt-CBFb FRET: -4; EP2 mod: 15&18; TNF necrop inh: -1.2; Hck-Nef inh: 3; zVAD death inh: 0.0; PGE2 EP2 inh: 21&9; RBBP9 inhibitor: -8; PERK inh: -0.5

Results for COC(=O)[C@@H]1CCCN1C(=O)CCc1nnc(C2CCCCC2)o1 ?
Runt-SMMHC FRET: -2; Runt-CBFb FRET: 2; EP2 mod: 23; TNF necrop inh: 0.1; Hck-Nef inh: 1; zVAD death inh: 3.0; PGE2 EP2 inh: -1; RBBP9 inhibitor: -7; PERK inh: 0.9

What do the screens show for `COc1ccc(NC(=O)NCCCN2CCCC2=O)cc1`?
Runt-SMMHC FRET: -1; Runt-CBFb FRET: 1; EP2 mod: 8; TNF necrop inh: 1.6; Hck-Nef inh: -3; zVAD death inh: 0.7; PGE2 EP2 inh: 4; RBBP9 inhibitor: 6; PERK inh: 1.1

Results for Cc1cccc(Cl)c1NNC(=O)Nc1c([N+](=O)[O-])c(C)nn1C ?
Runt-SMMHC FRET: -1; Runt-CBFb FRET: 1; EP2 mod: -28; TNF necrop inh: -0.9; Hck-Nef inh: 14; zVAD death inh: -0.5; PGE2 EP2 inh: 5; RBBP9 inhibitor: -10; PERK inh: 0.2

This is a subset, so the mix of outcomes need not match the whole.
